# TNAP inhibition: human TNAP enzyme inhibitors, biochemical, luminescent (AID 518); purified TNAP enzyme, luminescent substrate readout; higher % means a stronger effect; inhibition, % at 20 µM; hits with a dose series show IC50 in µM; 64,000 compounds, 0.09% hits; in the data active = a potency from the dose series; inactive = the rest, 99 in 100 with inhibition below about 22%;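 note: plate controls were vehicle for no effect and reference inhibitor for full effect; many of its hits are not listed in these tables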
# Bfl-1 inhibitors: Bfl-1 inhibitors, primary screen, biochemical, fluorescence polarization, FITC-Bid, mouse (AID 432). FITC-Bid BH3 peptide fluorescence polarization displacement; higher % means a stronger effect. one-dose displacement, % at 20 µM; IC50 in µM for titrated hits. 64,000 compounds, 0.02% hits; in the data active = a potency from the dose series; inactive = the rest, 99 in 100 with displacement below about 15%; note: strong numbers were not always called active
# Spn MK inh: inhibitors of Streptococcus pneumoniae mevalonate kinase. inhibition, % at 10 µM. 65,000 compounds, 0.48% hits. purified MK, PK/LDH-coupled NADH absorbance 340 nm;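 active = ranked among the strongest by inhibition in the single 10 µM screen, a fixed top-ranked set picked for dose follow-up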; note: no value below 0 was filed
# DPM-DC inhibit: blocks S. pneumoniae diphosphomevalonate decarboxylase. 65,000 compounds, 0.49% hits. calls only at 10 µM. purified DPM-DC, PK/LDH coupled NADH fluorescence. AID 556;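 active = the 320 compounds with the highest percent inhibition in the single-dose primary screen, excluding strongly autofluorescent ones, cut at about 32% in these data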;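 note: kinetic rate of NADH fluorescence loss reporting ADP formed by the decarboxylase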
# HPDE-C7 viability: HPDE-C7 pancreatic duct cell viability loss – fluorescence, HTS (AID 430); HPDE-C7 pancreatic duct cells viability, fluorescence; higher % means a stronger effect; 63,000 compounds, 1.8% hits; one-dose cytotoxicity, % at 10 µM; EC50 in µM for titrated hits;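 note: cells exposed to compound for 48 hours before viability readout; 0% = vehicle and 100% = reference cytotoxic drug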
# PMK inhibit: S. pneumoniae PMK inhibition. purified PMK, PK/LDH-coupled NADH absorbance 340 nm. inhibition, % at 10 µM. 65,000 compounds, 0.49% hits. AID 539;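 active = top-ranked compounds by inhibition in the single 10 µM screen, taking a fixed number of the strongest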;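 note: 0% = full reaction with DMSO carrier and 100% = background rate without enzyme reaction; no value below 0 was filed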
# KRASV12 cytotoxicity: cytotoxicity in KRAS-transformed pancreatic duct cells, primary screen, cell-based, fluorescence, HTS (AID 431). HPDE-C7K KRASV12 cells, Alamar Blue viability, 48 h; higher % means a stronger effect. one-dose cytotoxicity, % at 10 µM; EC50 in µM for titrated hits. 63,000 compounds, 1.7% hits;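 active = compounds whose percent cytotoxicity in the single-dose primary screen, scaled between solvent and toxic-drug controls, exceeds 50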;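 note: 0% = DMSO solvent wells and 100% = doxorubicin-treated wells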
# HT1080 viability: cytotoxicity in HT1080 fibrosarcoma cells, cell-based, fluorescence readout (AID 620). HT1080 viability, fluorescence; higher % means a stronger effect. cytotoxicity, % at 10 µM, or EC50 in µM where a hit was titrated. 87,000 compounds, 0.42% hits;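 note: cells exposed to compound overnight then 4 h with Alamar Blue; 0% = vehicle DMSO and 100% = killing control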
# LYP phosphatase: inhibition of human PTPN22 tyrosine phosphatase – biochemical, DiFMUP fluorescence, recombinant catalytic domain, 10 µM, primary screen (AID 606). recombinant LYP catalytic domain, DiFMUP fluorescence; higher % means a stronger effect. inhibition, % at 10 µM, or IC50 in µM where a hit was titrated. 52,000 tested, under 10 active;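 active = IC50 under 40 µM in the dose-response test; inactive = IC50 of 40 µM or more, or never dose-tested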
# PMK inhibit pilot replicates: recorded beside PMK inhibit, whose call it bears; inhibition, %; measured here: pilot screen replicates
# Spn MK inh pilot replicates: recorded beside Spn MK inh, whose call it bears; inhibition, %; measured here: pilot screen replicates
# DPM-DC inhibit pilot screen %: also measured in DPM-DC inhibit; calls as there; inhibition, %; measured here: pilot screen trials
# The depositor's hits bear a star; i = inactive; . = not tested or not shown; + = active, no number. Cut-off read from the data, not from the text of the source, unless noted: active = cytotoxicity above about 50%; inactive = the rest.
SMILES,TNAP inhibition,Bfl-1 inhibitors,Spn MK inh,DPM-DC inhibit,HPDE-C7 viability,PMK inhibit,KRASV12 cytotoxicity,HT1080 viability,LYP phosphatase,others
COC(=O)c1ccc2c(c1)N(Cc1nc(-c3ccc(Cl)cc3)oc1C)C(=O)C1CCCN21 (stereo not drawn),7%,-32%,0,i,-1%,14,3%,-2%,1%,
CCN1CCN(C(=O)c2ccccc2N(Cc2ccccc2)S(C)(=O)=O)CC1,2%,-3%,6,i,.,0,.,1%,13%,
CC(C)C(NC(=O)C1CCCCC1)C(=O)N1CCN(c2ccc(F)cc2)CC1 (stereo not drawn),6%,-4%,5,i,.,9,.,-3%,0%,
CCCC(C)NC(=O)c1ccc(F)cc1 (stereo not drawn),7%,-3%,5,i,-1%,0,-2%,-6%,8%,
CCOC(=O)C1=C(C)OC(N)=C(C#N)C1c1ccsc1 (stereo not drawn),13%,-6%,20,i,13%,7,9%,11%,0%,
Cc1ccc(-n2c(SCC(=O)OC(C)C)nnc2-c2ccncc2)cc1,13%,-3%,13,i,-15%,0,-28%,.,14%,
Cc1ccc(C2(C)NC(=O)N(CC(=O)Nc3ccc4c(c3)OCO4)C2=O)cc1 (stereo not drawn),12%,-6%,10,i,-3%,6,-5%,-5%,0%,
O=C(O)CCc1nc2ccccc2n(CCc2ccccc2)c1=O,2%,5%,0,i,-2%,6,2%,4%,.,
O=C(C1CCCN(S(=O)(=O)c2ccc(F)cc2)C1)N1CCCC1 (stereo not drawn),1%,-6%,9,i,-20%,11,-15%,4%,2%,
CCc1ccccc1N(CC(=O)NCc1ccco1)C(=O)c1snc(C(N)=O)c1N,5%,4%,6,.,-10%,5,-17%,11%,1%,
O=C(Cn1nc(-c2ccccc2)ccc1=O)Nc1ccc(N2CCN(C(=O)c3ccccc3)CC2)cc1,8%,-3%,4,i,-22%,8,-2%,-4%,4%,
O=C(O)C1CC(c2cccc(Br)c2)=NO1 (stereo not drawn),15%,-11%,2,i,-22%,6,-38%,-2%,6%,
Cc1ccccc1-c1nnn(CC(=O)c2ccc(S(=O)(=O)N3CCCC3)cc2)n1,18%,-3%,8,i,-1%,12,6%,0%,7%,
COc1cccc(-c2cc(C(F)(F)F)n3nc(N)nc3n2)c1,8%,-1%,0,i,-5%,1,2%,-3%,9%,PMK inhibit pilot replicates=4.0;Spn MK inh pilot replicates=6.0;DPM-DC inhibit pilot screen %=16
c1ccc2nc(-c3nc4ccccc4o3)ccc2c1,7%,-7%,17,.,-17%,5,-12%,10%,12%,

# 3 entries drawn at random from the list so far:
SMILES,TNAP inhibition,Bfl-1 inhibitors,Spn MK inh,DPM-DC inhibit,HPDE-C7 viability,PMK inhibit,KRASV12 cytotoxicity,HT1080 viability,LYP phosphatase,others
COC(=O)c1ccc2c(c1)N(Cc1nc(-c3ccc(Cl)cc3)oc1C)C(=O)C1CCCN21 (stereo not drawn),7%,-32%,0,i,-1%,14,3%,-2%,1%,
CCCC(C)NC(=O)c1ccc(F)cc1 (stereo not drawn),7%,-3%,5,i,-1%,0,-2%,-6%,8%,
CCN1CCN(C(=O)c2ccccc2N(Cc2ccccc2)S(C)(=O)=O)CC1,2%,-3%,6,i,.,0,.,1%,13%,

# Next part
SMILES,TNAP inhibition,Bfl-1 inhibitors,Spn MK inh,DPM-DC inhibit,HPDE-C7 viability,PMK inhibit,KRASV12 cytotoxicity,HT1080 viability,LYP phosphatase,others
COCCNC(=O)C(c1cccs1)N(C(=O)Cn1nnc2ccccc21)c1ccccc1 (stereo not drawn),15%,-3%,6,i,-16%,10,-6%,2%,-3%,PMK inhibit pilot replicates=2.0;Spn MK inh pilot replicates=5.5;DPM-DC inhibit pilot screen %=4.5
Cn1c(=O)[nH]c(=O)c2c1nc(N1CCOCC1)n2CCN1CCOCC1,6%,-2%,3,i,6%,14,0%,7%,.,
CN(C(=O)COc1cc(=O)n(C)c2ccccc12)c1cccc(Cl)c1,7%,6%,5,i,-4%,3,9%,2%,.,
COC(=O)C1=C(C(C)=O)C(c2ccc(C)cc2)n2nnnc2N1 (stereo not drawn),4%,-8%,0,i,-20%,23,0%,2%,8%,
N#CCSc1nc2ccccc2c(=O)n1CCC(=O)NCCc1ccccc1,7%,-2%,13,i,-25%,15,-16%,-1%,-9%,
CCOc1ccc(N(CC(=O)NC2CCCC2)S(=O)(=O)c2c(C)noc2C)cc1,2%,1%,2,i,-19%,4,5%,3%,14%,
C=CCc1ccccc1OCCCCN1CCCC1,24%,-7%,45*,i,-3%,9,-7%,13%,10%,PMK inhibit pilot replicates=3.0;Spn MK inh pilot replicates=+;DPM-DC inhibit pilot screen %=0.5
O=C(Cc1c(F)cccc1Cl)N1CCN(C(=O)c2ccco2)CC1,16%,0%,9,i,7%,0,13%,-1%,5%,
Cn1c(Cn2c(=O)sc3ccccc32)nnc1SCC(=O)NCc1ccc(F)cc1,1%,8%,2,i,-7%,0,1%,6%,.,
C=CCn1c(N)c(C(=O)OC(C)(C)C)c2nc3ccccc3nc21,21%,8%,8,.,9%,7,63%*,-3%,12%,PMK inhibit pilot replicates=9.5;Spn MK inh pilot replicates=1.0
O=C(Cn1cnc2c(nnn2-c2ccc(F)cc2)c1=O)NCc1ccco1,13%,-5%,3,i,7%,8,5%,8%,8%,PMK inhibit pilot replicates=0.5;Spn MK inh pilot replicates=2.0;DPM-DC inhibit pilot screen %=0.0
N#Cc1cc2c(=O)n3ccccc3nc2n(Cc2cccnc2)c1=N,11%,6%,0,i,-7%,0,-6%,4%,.,
CCC(=O)c1ccc(N2CCN(C(=O)c3ccc(Br)cc3)CC2)c(F)c1,4%,-7%,11,i,2%,8,-4%,0%,.,
COc1ccc(OCC(=O)Nc2ccc(N3CCOCC3)c(Cl)c2)cc1,7%,1%,5,i,-6%,0,7%,-2%,-1%,PMK inhibit pilot replicates=0.0;Spn MK inh pilot replicates=0.0;DPM-DC inhibit pilot screen %=0.5
O=C(Nc1ccc2c(c1)nc1n2CCOC1)c1ccco1,1%,-1%,6,i,-22%,0,-16%,-2%,7%,
O=C(COC(=O)c1c2c(nc3ccccc13)CCCC2)Nc1ccc2c(c1)OCO2,10%,-2%,1,i,37%,16,54%*,-1%,.,
COc1ccc(-c2cc(C(F)(F)F)nc(N3CCN(c4ccccc4)CC3)n2)cc1OC,10%,-9%,9,i,1%,6,4%,-13%,6%,
CCOC(=O)C(C)Sc1nnc2n1C(C)(C)Cc1ccccc1-2 (stereo not drawn),9%,-10%,4,i,-5%,15,0%,8%,8%,
CCN(CC)c1nc(Nc2ccc(Cl)cc2)nc(OCC#N)n1,-14%,19%,8,i,-3%,8,0%,.,1%,
CCOC(=O)c1ccc(NC(=O)Oc2ccccc2)cc1,9%,0%,6,i,8%,0,8%,0%,.,
CCOCCCNC(=O)C(c1ccc(Cl)cc1)N1CCN(c2ccccc2)CC1 (stereo not drawn),3%,-4%,2,i,0%,0,-3%,-5%,10%,
CC(C)Oc1ccc(/C(O)=C2/C(=O)C(=O)N(CCCN3CCOCC3)C2c2ccncc2)cc1 (stereo not drawn),3%,-7%,9,i,1%,0,-3%,-4%,-3%,
NC(=O)CSc1nnc(CNc2cccc(Cl)c2)n1CCc1ccccc1,3%,-3%,6,i,.,14,.,6%,7%,
COc1ccccc1S(=O)(=O)Cc1ccc(C(=O)N2CCCC2)o1,19%,-9%,0,i,8%,10,-1%,-8%,2%,
CC(C)CCNC(=O)NC(=O)COc1ncnc2sccc12,4%,-1%,6,i,-4%,10,-10%,33%,-5%,
COc1cc(CN2CCC(C(=O)N3CCN(c4ccccc4F)CC3)CC2)ccc1O,4%,-2%,6,i,-3%,0,6%,6%,.,
O=C(c1ccco1)N1CCN=C1SCc1ccc(F)cc1,6%,-13%,2,i,-7%,0,2%,5%,-6%,
COc1cccc(-c2nnc(SCC(=O)Nc3ccc(S(N)(=O)=O)cc3)n2C)c1,16%,-3%,0,i,3%,16,3%,-5%,-14%,
O=C(C1CCN(S(=O)(=O)c2cccc3cccnc23)CC1)N1CCN(Cc2ccccc2)CC1,8%,6%,3,i,-9%,0,-3%,-4%,-17%,
COc1ccc(NC2=Nc3ccccc3CC2)cc1,13%,-9%,0,i,5%,13,1%,0%,10%,

# Filtered by structure, the compounds so far containing two or more sulfur atoms
SMILES,TNAP inhibition,Bfl-1 inhibitors,Spn MK inh,DPM-DC inhibit,HPDE-C7 viability,PMK inhibit,KRASV12 cytotoxicity,HT1080 viability,LYP phosphatase,others
Cn1c(Cn2c(=O)sc3ccccc32)nnc1SCC(=O)NCc1ccc(F)cc1,1%,8%,2,i,-7%,0,1%,6%,.,
COc1cccc(-c2nnc(SCC(=O)Nc3ccc(S(N)(=O)=O)cc3)n2C)c1,16%,-3%,0,i,3%,16,3%,-5%,-14%,

# (further entries)
SMILES,TNAP inhibition,Bfl-1 inhibitors,Spn MK inh,DPM-DC inhibit,HPDE-C7 viability,PMK inhibit,KRASV12 cytotoxicity,HT1080 viability,LYP phosphatase,others
COc1ccc(OCc2nnc(SCC(N)=O)n2-c2ccccc2OC)cc1,10%,-12%,8,i,9%,13,6%,29%,-7%,
COc1cccc(C2CC(c3ccccc3Cl)n3nc(N)nc3N2)c1 (stereo not drawn),1%,7%,3,i,6%,3,6%,-6%,7%,
COc1cc(-c2nnc(SCC(=O)c3ccc(C)cc3)o2)cc(OC)c1OC,14%,0%,0,i,2%,9,-7%,-2%,5%,PMK inhibit pilot replicates=0.0;Spn MK inh pilot replicates=2.0;DPM-DC inhibit pilot screen %=0.0
CC(=O)c1ccc(OCC(O)CN2CCN(CCO)CC2)cc1 (stereo not drawn),12%,-6%,4,i,2%,3,0%,-2%,1%,PMK inhibit pilot replicates=2.5;Spn MK inh pilot replicates=0.0;DPM-DC inhibit pilot screen %=2.0
CCOC(=O)c1nn(-c2cc(C(=O)OC)cc(C(=O)OC)c2)cc1O,-3%,1%,16,i,-1%,16,-9%,4%,2%,
Cn1c(=O)oc2cc(S(=O)(=O)NCCC(=O)NC3CCCC3)ccc21,0%,10%,0,i,-16%,4,-7%,-3%,.,

# Nothing new here: an excerpt of the list.
SMILES,TNAP inhibition,Bfl-1 inhibitors,Spn MK inh,DPM-DC inhibit,HPDE-C7 viability,PMK inhibit,KRASV12 cytotoxicity,HT1080 viability,LYP phosphatase,others
COC(=O)c1ccc2c(c1)N(Cc1nc(-c3ccc(Cl)cc3)oc1C)C(=O)C1CCCN21 (stereo not drawn),7%,-32%,0,i,-1%,14,3%,-2%,1%,
CCN1CCN(C(=O)c2ccccc2N(Cc2ccccc2)S(C)(=O)=O)CC1,2%,-3%,6,i,.,0,.,1%,13%,

# Not a hit list; about 3.4% have a hit in one of these screens.
